Screens deposited in PubChem BioAssay by Sanford-Burnham Center for Chemical Genomics.
LMPTP block: blocks human LMPTP phosphatase; P24666; recombinant LMPTP-A, OMFP fluorogenic substrate, fluorescence intensity; inhibition, % at 20 µM; 360,000 tested, 0.22% active;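 active = compounds that cut the enzyme signal by at least half of the control window in the single-dose screen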;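 note: plate controls were DMSO wells with enzyme plus substrate for no effect and substrate without enzyme for full effect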
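Buffer or medium: Bis-Tris pH 6.0, DTT, detergent; Assay system: LMPTP-A enzyme; Quantity: 0.625 nM enzyme; Detection: endpoint fluorescence intensity; Times: 50 min dark incubation at room temperature; Controls: substrate-only low control, DMSO enzyme-plus-substrate high control; Doses: single 20 µM dose; Read-out: percent inhibition versus substrate-only and uninhibited controls; Reagent: 400 µM OMFP.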
NadD block: blocks S. aureus nicotinate mononucleotide adenylyltransferase. 360,000 tested, 0.78% active. AID 602399. inhibition, % at 20 µM. purified NadD enzyme, colorimetric absorbance read-out; in the data active = inhibition above about 26%; note: some compounds past the cut are filed as inactive
SKN-1 block: inhibitors of C. elegans SKN-1. 360,000 tested, 0.49% active. C. elegans VP596 Pgst-4::GFP/RFP ratio, acrylamide-induced, 24 h. inhibition, % at 21.8 µM. AID 624304;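 active = interference check ratio from 0.5 to 1.5 plus GFP to RFP signal ratio inhibition reaching or exceeding a fixed threshold, cut at about 30% in these data, passing the limit was not always enough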; note: some compounds called inactive have numbers as strong as hits
DNMT1 inh: blocks human DNA methyltransferase DNMT1; P26358; DNMT1 molecular beacon, Hinp1I cleavage, fluorescence; inhibition (reported as % activation of signal), % at 10 µM; 360,000 tested, 0.83% active; AID 588458; in the data active = inhibition above about 50%
CendR NRP1 mod: modulators of CendR peptide binding to human neuropilin-1 | 360,000 tested, 0.85% active | inhibition, % at 25 µM | FAM-RPARPAR peptide binding to NRP-1, fluorescence polarization;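 active = inhibition or corrected inhibition above about 18%, plus a signal ratio from 0.5 to 1.5, limit read from the data, passing the limit was not always enough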; note: strong numbers were not always called active
SUMO1-SIM PPI: SUMO1-SIM interaction modulation; P63165; SUMO1 binding to a labelled peptide, TR-FRET, 1 h; inhibition, % at 20 µM; 360,000 tested, 0.33% active; in the data active = inhibition above about 37%
Target sequence (P63165 whole entry, looked up): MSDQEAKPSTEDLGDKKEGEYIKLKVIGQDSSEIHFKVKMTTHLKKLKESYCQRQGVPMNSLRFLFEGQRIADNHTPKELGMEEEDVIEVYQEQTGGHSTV
Rpn11 block: blocks the human proteasome subunit Rpn11. O00487. human 26S proteasome, Ub4-pepOG fluorescence polarization; 20S core pre-blocked with epoxomicin. calls only at 20 µM. 360,000 tested, 0.59% active. AID 588493;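 active = inhibition at 20 µM, scaled to each plate's controls, above about 33%, limit read from the data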
Target sequence (O00487 whole entry, looked up): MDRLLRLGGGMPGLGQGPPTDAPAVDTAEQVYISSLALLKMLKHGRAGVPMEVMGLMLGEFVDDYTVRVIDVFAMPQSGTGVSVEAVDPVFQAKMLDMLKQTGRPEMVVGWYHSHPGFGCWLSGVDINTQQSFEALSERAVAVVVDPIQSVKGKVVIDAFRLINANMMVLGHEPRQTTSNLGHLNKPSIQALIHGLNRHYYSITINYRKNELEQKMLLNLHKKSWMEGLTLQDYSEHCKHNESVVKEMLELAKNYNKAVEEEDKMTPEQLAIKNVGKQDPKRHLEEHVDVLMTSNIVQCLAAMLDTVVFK
Scp-1 inhibitor: inhibitors of human Scp-1 phosphatase. 340,000 tested, 0.88% active. Q9GZU7. Recombinant Scp1, phosphopeptide, malachite green phosphate absorbance. inhibition, % at 20 µM. AID 493091;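 active = inhibition above about 50% at 20 µM, limit read from the data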;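 note: plate controls were DMSO wells with enzyme for no effect and wells lacking enzyme for full effect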
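Material – SCP-1 phosphatase catalytic domain, residues 76-261 · Buffer or medium – Acidic Tris acetate buffer with magnesium and detergent · Also added – Phospho 17-mer peptide substrate · Compound – single 20 µM dose, 1% DMSO · Times – 45 min room-temperature reaction, 5 min colour, 30 min stabiliser · Technique – Phosphate-binding colour reagent, absorbance read at 630 nm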
STEP block: inhibitors of human striatal-enriched phosphatase STEP; P54829; recombinant STEP, OMFP fluorogenic substrate, fluorescence; inhibition, % at 20 µM; 360,000 tested, 0.25% active; AID 588621;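 active = inhibition at 20 µM, scaled per plate between control wells, above about 37%, limit read from the data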;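 note: 0% = DMSO with enzyme and substrate and 100% = substrate only without enzyme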
Target sequence (P54829 whole entry, looked up): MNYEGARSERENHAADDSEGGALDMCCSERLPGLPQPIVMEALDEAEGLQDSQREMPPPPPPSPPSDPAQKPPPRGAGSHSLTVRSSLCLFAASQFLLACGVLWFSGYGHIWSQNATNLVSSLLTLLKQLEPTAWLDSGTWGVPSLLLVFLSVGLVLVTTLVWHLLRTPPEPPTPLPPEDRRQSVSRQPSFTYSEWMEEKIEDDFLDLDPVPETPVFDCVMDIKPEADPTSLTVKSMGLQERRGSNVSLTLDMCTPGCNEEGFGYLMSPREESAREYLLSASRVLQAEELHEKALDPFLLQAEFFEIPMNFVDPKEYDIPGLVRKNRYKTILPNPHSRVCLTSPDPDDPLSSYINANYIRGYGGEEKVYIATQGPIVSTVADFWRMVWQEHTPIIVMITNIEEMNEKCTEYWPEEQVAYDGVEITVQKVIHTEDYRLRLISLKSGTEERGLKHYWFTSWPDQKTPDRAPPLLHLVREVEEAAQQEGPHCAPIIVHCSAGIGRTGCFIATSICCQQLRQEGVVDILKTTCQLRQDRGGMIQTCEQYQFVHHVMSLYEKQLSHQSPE
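Also added – OMFP at 25 µM · Test system – STEP tyrosine phosphatase · Technique – FITC-channel fluorescence of OMFP product · Schedule – 20 min at room temperature, dark · Evaluation – control-normalized % inhibition with plate pattern correction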
MT1-MMP act inh: blocks activation of human MT1-MMP; P50281; HT1080 RFP-PRO-GFP cells, GFP/RFP ratio fluorescence, overnight; percent of plate control window, DMSO zero; GFP/RFP ratio change, % at 20 µM; 360,000 tested, 0.061% active; AID 651647;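 active = GFP/RFP ratio change of at least 30% with cell ATP level not reduced by more than half and red fluorescence within 50% of control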; note: strong numbers were not always called active
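Read-out: GFP/RFP fluorescence ratio; Test system: RFP-PRO-GFP reporter HT1080 cells; Compound dosing: single-point 20 µM compound, 1% DMSO; Times: overnight compound exposure at 37 °C.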
* marks the source's active call; other numbers are inactive results.

For CC(C)Cc1nn2c(=O)cc(O)nc2s1 the results were LMPTP block -1.9, NadD block 8, SKN-1 block 1, DNMT1 inh 2, CendR NRP1 mod 0, SUMO1-SIM PPI 6, Rpn11 block inactive, Scp-1 inhibitor -3, STEP block -3 and MT1-MMP act inh -2.
For CCn1c(SCC(=O)Nc2nc(C)cs2)nnc1-c1ccncc1 the results were LMPTP block -1.1, NadD block -1, SKN-1 block 10, DNMT1 inh -1, CendR NRP1 mod -11, SUMO1-SIM PPI 1, Rpn11 block inactive, Scp-1 inhibitor -3, STEP block -2 and MT1-MMP act inh 2.
`CCOC(=O)C1CCCCN1C(=O)CCc1c(C)nc2cc(-c3ccccc3)nn2c1C` (stereo not drawn) gave LMPTP block 1.8, NadD block 0, SKN-1 block 1, DNMT1 inh -6, CendR NRP1 mod -7, SUMO1-SIM PPI 0, Rpn11 block inactive, Scp-1 inhibitor -3, STEP block 2 and MT1-MMP act inh -5.
`O=C(COC(=O)/C=C/c1ccccc1)Nc1ccc(Cl)cn1` gave LMPTP block 0.1, NadD block 5, SKN-1 block 7, DNMT1 inh 2, CendR NRP1 mod -4, SUMO1-SIM PPI -3, Rpn11 block inactive, Scp-1 inhibitor -7, STEP block 2 and MT1-MMP act inh 4.
For CCOC(=O)C1CCN(c2ccc(Cl)nn2)CC1 the results were LMPTP block -1.7, NadD block -4, SKN-1 block 2, DNMT1 inh -1, CendR NRP1 mod 7, SUMO1-SIM PPI -1, Rpn11 block inactive, Scp-1 inhibitor -10, STEP block -2 and MT1-MMP act inh 1.
CCc1ccc(C(=O)COC(=O)CNC(=O)c2ccc(Br)o2)cc1 was read as LMPTP block -0.7, NadD block -4, SKN-1 block 6, DNMT1 inh 1, CendR NRP1 mod -6, SUMO1-SIM PPI -5, Rpn11 block inactive, Scp-1 inhibitor -3, STEP block 0 and MT1-MMP act inh -5.
`COc1ccc(N2C(=O)CC(N(C)CCc3ccc(OC)c(OC)c3)C2=O)cc1` (stereo not drawn) gave LMPTP block -0.1, NadD block 0, SKN-1 block -12, DNMT1 inh 2, CendR NRP1 mod 2, SUMO1-SIM PPI 2, Rpn11 block inactive, Scp-1 inhibitor -2, STEP block 3 and MT1-MMP act inh -2.
CCN(CC(=O)Nc1ccc(NC(C)=O)cc1)C(=O)c1ccc(N(C)S(=O)(=O)c2ccc(C)cc2)cc1 was read as LMPTP block -1.4, NadD block 3, SKN-1 block -2, DNMT1 inh -2, CendR NRP1 mod 6, SUMO1-SIM PPI 4, Rpn11 block inactive, Scp-1 inhibitor -15, STEP block -1 and MT1-MMP act inh 4.
Screening CCCC(=O)N1CCN(c2nnc(-c3ccc(C)cc3)c3ccccc23)CC1 returned LMPTP block -0.2, NadD block 0, SKN-1 block 16, DNMT1 inh 1, CendR NRP1 mod 8, SUMO1-SIM PPI -1, Rpn11 block inactive, Scp-1 inhibitor 2, STEP block 0 and MT1-MMP act inh -5.
Screening Cc1ccc(CN(Cc2cc3cc4c(cc3[nH]c2=O)OCCO4)Cc2nnnn2Cc2ccco2)cc1 returned LMPTP block 2.9, NadD block 14, SKN-1 block 5, DNMT1 inh -3, CendR NRP1 mod -53, SUMO1-SIM PPI 8, Rpn11 block inactive, Scp-1 inhibitor 11, STEP block -7 and MT1-MMP act inh -26.
Screening Cn1c(SCC(=O)NCCN2C(=O)CSC2=O)nc2ccccc2c1=O returned LMPTP block -0.7, NadD block -1, SKN-1 block -15, DNMT1 inh 2, CendR NRP1 mod 0, SUMO1-SIM PPI -1, Rpn11 block inactive, Scp-1 inhibitor -1, STEP block 1 and MT1-MMP act inh 3.
`COc1cc(-c2cc(C(=O)Nc3cccc(C(C)=O)c3)c3ccccc3n2)cc(OC)c1OC` gave LMPTP block 3.2, NadD block -6, SKN-1 block -2, DNMT1 inh -10, CendR NRP1 mod -4, SUMO1-SIM PPI -10, Rpn11 block inactive, Scp-1 inhibitor -4, STEP block -1 and MT1-MMP act inh -4.
`CCc1ccc(C(=O)COC(=O)c2cc([N+](=O)[O-])ccc2N2CCOCC2)cc1` gave LMPTP block 3.4, NadD block -2, SKN-1 block 17, DNMT1 inh -1, CendR NRP1 mod 1, SUMO1-SIM PPI -17, Rpn11 block inactive, Scp-1 inhibitor -13, STEP block 2 and MT1-MMP act inh -3.
For Cc1cccc(NC(=O)NC(C)C(c2cccs2)N2CCOCC2)c1 (stereo not drawn) the results were LMPTP block -1.1, NadD block -9, SKN-1 block -4, DNMT1 inh 0, CendR NRP1 mod 7, SUMO1-SIM PPI 3, Rpn11 block inactive, Scp-1 inhibitor 2, STEP block -2 and MT1-MMP act inh 4.
COc1ccc(CN2C(=O)C(CC(=O)NC3CCCCC3)CC(C(=O)N(C(C)C)C(C)C)=C2C)cc1 (stereo not drawn) was read as LMPTP block 0.1, NadD block 5, SKN-1 block 4, DNMT1 inh -1, CendR NRP1 mod -12, SUMO1-SIM PPI -1, Rpn11 block inactive, STEP block 0 and MT1-MMP act inh 4.
NS(=O)(=O)c1ccc(Nc2ccc3nonc3c2[N+](=O)[O-])cc1 was read as LMPTP block 0.2, NadD block -2, SKN-1 block -3, DNMT1 inh 6, CendR NRP1 mod 23, SUMO1-SIM PPI -24, Rpn11 block inactive, Scp-1 inhibitor -6, STEP block -3 and MT1-MMP act inh 1.
Screening CCCOc1ncnc2c1sc1nc3c(cc12)COC(C)(C)C3 returned LMPTP block 0.7, NadD block 9, SKN-1 block 8, DNMT1 inh -1, CendR NRP1 mod 3, SUMO1-SIM PPI -3, Rpn11 block inactive, Scp-1 inhibitor -8, STEP block 0 and MT1-MMP act inh 2.
For O=C1CCC/C(=N/NC(=O)C2CCN(S(=O)(=O)c3cccs3)CC2)C1 the results were LMPTP block -0.9, NadD block -3, SKN-1 block 9, DNMT1 inh 71*, CendR NRP1 mod 8, SUMO1-SIM PPI 0, Rpn11 block inactive, Scp-1 inhibitor -7, STEP block -3 and MT1-MMP act inh -2.
COc1ccccc1NC(=O)CSc1ccc(-c2ccc(-n3ccnc3)cc2)nn1 was read as LMPTP block 5.7, NadD block 12, SKN-1 block 1, DNMT1 inh -2, CendR NRP1 mod 4, SUMO1-SIM PPI -2, Rpn11 block inactive, Scp-1 inhibitor 1, STEP block 2 and MT1-MMP act inh 0.
Screening COc1ccc(NC(=O)CCCCCn2nnc3ccccc3c2=O)cc1OC returned LMPTP block -0.8, NadD block -6, SKN-1 block 5, DNMT1 inh -1, CendR NRP1 mod 0, SUMO1-SIM PPI -1, Rpn11 block inactive, Scp-1 inhibitor -10, STEP block 2 and MT1-MMP act inh 6.
O=C(C(Cc1ccccc1)N1C(=O)C2C3C=CC(C3)C2C1=O)N1CCCCC1 (stereo not drawn) was read as LMPTP block 0.4, NadD block -2, SKN-1 block -1, DNMT1 inh -2, CendR NRP1 mod -5, SUMO1-SIM PPI 0, Rpn11 block inactive, Scp-1 inhibitor -2, STEP block -15 and MT1-MMP act inh 1.
CC(C(=O)NC1CCCCC1)N1CCN(C)CC1 (stereo not drawn) was read as LMPTP block -3.4, NadD block -1, SKN-1 block -13, DNMT1 inh 1, CendR NRP1 mod 1, SUMO1-SIM PPI 0, Rpn11 block inactive, Scp-1 inhibitor -7, STEP block 0 and MT1-MMP act inh 1.
`COC(=O)[C@]1(Cc2ccccc2)N[C@H](CN(C)C(=O)C2CCCCC2)[C@@H]2C(=O)N(Cc3ccccc3)C(=O)[C@@H]21` gave LMPTP block 0.8, NadD block 0, SKN-1 block -5, DNMT1 inh -4, CendR NRP1 mod -13, SUMO1-SIM PPI 1, Rpn11 block inactive, Scp-1 inhibitor -4, STEP block 0 and MT1-MMP act inh -5.
`COc1ccc(C(C)C)cc1S(=O)(=O)n1cnc(C)c1` gave LMPTP block -1.4, NadD block 0, SKN-1 block 40*, DNMT1 inh -1, CendR NRP1 mod -1, SUMO1-SIM PPI -5, Rpn11 block inactive, Scp-1 inhibitor -3, STEP block -5 and MT1-MMP act inh 2.
For CC(=O)c1ccc(Nc2nc3ccccc3nc2NS(=O)(=O)c2cccs2)cc1 the results were LMPTP block -0.1, NadD block 6, SKN-1 block -2, DNMT1 inh -11, CendR NRP1 mod -8, SUMO1-SIM PPI 8, Rpn11 block inactive, Scp-1 inhibitor -5, STEP block -2 and MT1-MMP act inh -10.
For COc1ccc(CCNC(=O)Cn2cnc3c(nnn3Cc3ccccc3F)c2=O)cc1OC the results were LMPTP block 1.0, NadD block 0, SKN-1 block 4, DNMT1 inh 1, CendR NRP1 mod 15, SUMO1-SIM PPI 0, Rpn11 block inactive, Scp-1 inhibitor -1, STEP block -4 and MT1-MMP act inh 2.
For Cc1c(C#N)c(O)[nH]c(=O)c1N=Nc1ccc(S(N)(=O)=O)cc1 the results were LMPTP block 4.3, NadD block -4, SKN-1 block 38*, DNMT1 inh 2, CendR NRP1 mod 4, SUMO1-SIM PPI -8, Rpn11 block inactive, Scp-1 inhibitor -4, STEP block 3 and MT1-MMP act inh 5.
Screening O=C(Cc1ccccc1F)Nc1cccc2cccnc12 returned LMPTP block -0.8, NadD block -6, SKN-1 block 4, DNMT1 inh -1, CendR NRP1 mod 9, SUMO1-SIM PPI -8, Rpn11 block inactive, Scp-1 inhibitor 1, STEP block 0 and MT1-MMP act inh 3.

Random excerpt: 3 records from the list, in no set order.
CC(C(=O)NC1CCCCC1)N1CCN(C)CC1 (stereo not drawn) was read as LMPTP block -3.4, NadD block -1, SKN-1 block -13, DNMT1 inh 1, CendR NRP1 mod 1, SUMO1-SIM PPI 0, Rpn11 block inactive, Scp-1 inhibitor -7, STEP block 0 and MT1-MMP act inh 1.
Screening Cn1c(SCC(=O)NCCN2C(=O)CSC2=O)nc2ccccc2c1=O returned LMPTP block -0.7, NadD block -1, SKN-1 block -15, DNMT1 inh 2, CendR NRP1 mod 0, SUMO1-SIM PPI -1, Rpn11 block inactive, Scp-1 inhibitor -1, STEP block 1 and MT1-MMP act inh 3.
For CC(=O)c1ccc(Nc2nc3ccccc3nc2NS(=O)(=O)c2cccs2)cc1 the results were LMPTP block -0.1, NadD block 6, SKN-1 block -2, DNMT1 inh -11, CendR NRP1 mod -8, SUMO1-SIM PPI 8, Rpn11 block inactive, Scp-1 inhibitor -5, STEP block -2 and MT1-MMP act inh -10.
